Screening results as filed in PubChem.
TCR act: T cell receptor activation; primary human leukocytes, anti-CD3, IL-2 HTRF, 48 h; Potency, µM (series often up to 9.22 µM), without a hit: at the highest dose activation of IL-2 secretion, most hits filed as activators; 330,000 tested, under 10 active; also: % of control where 0% means no effect
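Readout: HTRF IL-2, Eu-cryptate/d2 antibody pair, 320nm excitation, 665nm emission. Stimulus: a-CD3 beads, no co-stimulation. Cells: primary human leukocytes. Exposure: 48 hr with compound.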
Tb PFK block: T. brucei PFK enzyme inhibition; T. brucei PFK, ADP-Glo luminescence; Potency, µM (top dose mostly 57.5 µM), inactives show top-dose activity, negative = inhibition, actives largely listed as inhibitors; 0.17% of 330,000 active; AID 485367;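 also: potency is read from the fitted curve at half-maximal effect; 0% = uninhibited 1x PFK enzyme wells and -100% = no-enzyme wells; nearly all actives have a fitted effect of over 60% in size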
Target sequence (O15648 whole entry, looked up): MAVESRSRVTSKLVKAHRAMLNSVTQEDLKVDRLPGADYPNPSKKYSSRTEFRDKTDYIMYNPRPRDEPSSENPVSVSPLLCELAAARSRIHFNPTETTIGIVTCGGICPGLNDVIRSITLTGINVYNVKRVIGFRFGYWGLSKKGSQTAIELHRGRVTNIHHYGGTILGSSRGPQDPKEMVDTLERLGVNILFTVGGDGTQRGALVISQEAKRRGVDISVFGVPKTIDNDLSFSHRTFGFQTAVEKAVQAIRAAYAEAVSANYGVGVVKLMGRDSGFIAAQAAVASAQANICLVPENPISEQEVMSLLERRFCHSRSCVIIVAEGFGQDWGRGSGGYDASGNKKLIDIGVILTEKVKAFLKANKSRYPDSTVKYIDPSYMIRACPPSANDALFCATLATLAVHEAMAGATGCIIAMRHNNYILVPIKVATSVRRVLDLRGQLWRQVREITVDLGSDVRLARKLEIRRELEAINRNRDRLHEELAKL
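Activity is normalized to no-enzyme wells (full inhibition) and 1.25 nM enzyme wells (no inhibition). Reaction: 0.5 mM F6P, 0.1 mM ATP, 45 min RT, ADP-Glo luminescence; concentration-response curves fitted and classed by quality.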
TSHR antagonist: human thyrotropin receptor antagonism; AID 504810; activity change, negative = inhibition, % at 11.5 µM; P16473; 0.2% of 330,000 active; TSHR-expressing cells, TSH-stimulated cAMP HTRF, 2 h; stronger effect = lower value;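 active = activity change below a set negative limit, meaning inhibition stronger than a set level, cut at about -70% in these data; inconclusive = activity change between two set negative limits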; also: % is scaled to controls: 0 for no effect and ±100 for the full control effect
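Inhibition of cAMP made by TSHR-expressing cells under TSH stimulation (4nM final, EC80; 2 h, 37 deg C) is quantified with a one-step lysis HTRF kit, anti-cAMP cryptate versus cAMP-d2.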
CXXC DNA block: MLL CXXC-DNA interaction inhibition; Q03164; MLL-CXXC / FITC-HOXA9 DNA fluorescence polarization; Potency, µM (series often up to 115 µM), inactives show top-dose activity change, negative = inhibition, most hits filed as inhibitors; 0.037% of 290,000 active; AID 2662; active = well fitted inhibition curve with a large enough effect in the polarisation, with a control signal flat, not every such curve was filed as active; inconclusive = small, poorly fitted or top-dose-only effect, or effect the other way, or a change in a side signal; inactive = no such curve, though single readings can be large or run the other way; the % refers to the polarisation; also: potency is read from the fitted curve at half-maximal effect
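Fluorescence polarization: 7 uM MLL-CXXC (stock) preincubated 5 min with compounds, then 50 nM fluorescein-HOX-A9 DNA (stock) added; 30 min ambient. Buffer 50 mM Tris-HCl pH 7.5, 50 mM NaCl, 1 mM DTT, 0.05% BSA.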
hERG WT inh: KCNH2 (human, wildtype) channel inhibition; Q12809; activity change, % at 1.84 µM; 0.37% of 340,000 active; U2OS, BacMam KCNH2, thallium flux FluxOr; stronger effect = lower value; AID 720551;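 active = maximum activity change below -70%; inconclusive = maximum activity change between -70% and -50%; inactive = maximum activity change above -50%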; also: % is scaled to controls: 0 for no effect and ±100 for the full control effect
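U2OS cells transduced with wild-type KCNH2 virus are loaded with FluxOr dye for 45 min, and thallium flux is measured in kinetic reads before and after stimulation buffer. Rate constants are normalized to DMSO controls.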
AT treatment: potential ataxia-telangiectasia treatments restoring KAP-1 phosphorylation. AID 485349. Potency, µM (highest dose often 57.5 µM), for the others: at the top dose activation, most hits filed as activators. […] A-T fibroblasts, KAP-1 phosphorylation AlphaLISA; neocarzinostatin DNA damage 30 min before lysis. 0.19% of 320,000 active; also: potency is read from the fitted curve at half-maximal effect; % of control where 0% means no effect; nearly all actives have a fitted effect of over 45% in size
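ATM-like activity read as KAP-1 phosphorylation via AlphaLISA donor/acceptor antibody pairs after lysis and 6 hr at 25C. Cells were ATM-null patient fibroblasts ([…], hTERT), dosed 60 min, then exposed to the DSB inducer NCS for 30 min.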
GALK inh: blocks human galactokinase activity; P51570; Purified GALK, Kinase-Glo residual ATP luminescence; Potency, µM (doses to about 57.5 µM), without a hit: top-dose activity change, negative = inhibition, hits mostly inhibitors; 0.007% of 270,000 active; AID 1868; also: potency is read from the fitted curve at half-maximal effect; % is scaled to controls: 0 for no effect and ±100 for the full control effect
Target sequence (P51570 whole entry, looked up): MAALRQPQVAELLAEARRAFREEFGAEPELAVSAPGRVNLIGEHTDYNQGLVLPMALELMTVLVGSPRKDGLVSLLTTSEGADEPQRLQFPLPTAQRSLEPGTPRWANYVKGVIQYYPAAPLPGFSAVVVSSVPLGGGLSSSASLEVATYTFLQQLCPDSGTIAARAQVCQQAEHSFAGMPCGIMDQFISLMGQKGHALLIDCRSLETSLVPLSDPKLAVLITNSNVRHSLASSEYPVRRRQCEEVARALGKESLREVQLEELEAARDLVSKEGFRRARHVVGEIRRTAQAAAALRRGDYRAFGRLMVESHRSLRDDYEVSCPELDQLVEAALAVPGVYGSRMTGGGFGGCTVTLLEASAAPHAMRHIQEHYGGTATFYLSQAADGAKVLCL
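Luminescence from leftover ATP (Ultra-Glo luciferase/luciferin) served as read-out after a 1 h room-temperature reaction of 5 nM GALK with 35 uM ATP and 100 uM galactose.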
BCR signal inh: inhibitors of chronic active B-cell receptor signaling; ABC-DLBCL IkBa-CBG/CBR reporter, luminescence ratio, 4 h; Potency, µM (titrated, usually from 46.1 µM), for inactives: at the highest dose ratio change, negative = lower green/red ratio, most hits filed as inhibitors; 0.05% of 340,000 active; active = well fitted inhibition curve with a large enough effect in the signal ratio, with a control signal flat, not every such curve was filed as active; inconclusive = small, poorly fitted or top-dose-only effect, or effect the other way, or a change in a side signal; the % refers to the signal ratio;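 also: potency is read from the fitted curve at half-maximal effect; plate controls were basal doxycycline-induced cells for no effect and cells given 10 µM MG132 for full effect; MG132 reads +100%, hits lower the ratio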
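TMD8 ABC-DLBCL cells carrying doxycycline-inducible green luciferase fused to IkappaBalpha plus unfused red luciferase were exposed to compounds (up to 46 uM) for 4 hrs at 37C. Activity came from the overlap-corrected green/red luminescence ratio.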
Giardia kill: Giardia lamblia killing; Giardia lamblia trophozoite viability; activity change, % at 7.66 µM, hits read low; 0.15% of 340,000 active; AID 540267; in the data active = activity change below about -80%; inconclusive = between about -30% and that limit;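 also: parasites exposed to compound for two days anaerobically before the ATP read; % is scaled to controls: 0 for no effect and ±100 for the full control effect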
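Each well holds 100 Giardia trophozoites and compound. After two days (48 hrs) at 37 deg C in anaerobic conditions, ATP is quantified by luminescence.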
Coupling enz: coupling enzyme interference in Giardia aldolase counter-screen | coupling enzyme system counterscreen, AmpLite Red fluorescence | activity change, negative = inhibition, % at 58.2 µM, hits read low | 0.67% of 290,000 active | AID 2472; in the data active = activity change below about -30%; also: % is scaled to controls: 0 for no effect and ±100 for the full control effect
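Counterscreen of the coupled detection system alone, without aldolase: glyceraldehyde-3-phosphate coupling enzymes plus AmpLite Red readout. Compounds at 57.5 uM final, 10 min RT preincubation, 20 min RT reaction, fluorescence 525/598 nm.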
An asterisk follows results filed as active; ? = inconclusive; . = no result given; [ ] = dose if it differs, or a comment. Unless noted, calls follow the shape of the dose curve; as a rule, active = well fitted curve in the direction sought with a large enough effect; inconclusive = small, poorly fitted or top-dose-only effect, or another doubt; inactive = no such curve, though single readings can be large; an effect the other way counts as inactive or inconclusive.

Compound	TCR act	Tb PFK block	TSHR antagonist	CXXC DNA block	hERG WT inh	AT treatment	GALK inh	BCR signal inh	Giardia kill	Coupling enz
O=C1C=C(c2ccc(C(=O)O)cc2)C[C@@H](c2ccc3c(c2)OCO3)C1	3%	0%	16	.	.	-1%	.	7%	-8	.
O=C(COc1ccccc1)N1CCN(c2ncnc3c2cnn3-c2ccccc2)CC1	-19%	-7%	-11	?	-12	-2%	3%	?	29	0
CCn1cc(C(=O)NCCC(=O)NCCCO)c(=O)c2cc3c(cc21)OCO3	2%	1%	-4	13%	12	-14%	6%	-1%	-15	-1
CCCCn1c(N)c(N(CC(C)C)C(=O)c2ccc(Cl)c(S(=O)(=O)N3CCCC3)c2)c(=O)[nH]c1=O	2%	6%	6	.	19	0%	.	11%	-4	.
COc1ccc(C)cc1N(CC(=O)NCCSCc1cccc(Cl)c1)S(C)(=O)=O	.	2%	-22	-2%	-6	18%	-9%	-3%	13	-2
CC(C(=O)Nc1ccc(C#N)cc1)N(C)Cc1cccs1 (configuration not stated)	1%	-1%	-9	0%	13	5%	-2%	1%	23	-3
CCOC(=O)NC(=O)C(=CNc1cccc(C)c1)C(=O)NC(=O)OCC	-4%[46.1 µM]	6%	-7	2%	1	-3%	0%	6%	-14	2
CCCCc1ccc(-c2csc(/C(C#N)=C\c3ccc(C)o3)n2)cc1	-1%	-2%	-5	-6%	11	13%	0%	-2%	6	2
Cc1ccc2nc(NC(=O)CCNS(=O)(=O)c3ccc(Br)s3)sc2c1	0%	1%	-7	19%	10	8%	0%	?	-8	1
Cc1ccc(S(=O)(=O)N2CCC3(CC2)OCCN3S(=O)(=O)c2c(C)cc(C)cc2C)cc1	.	8%	9	.	-8	-2%	.	-11%	7	.
COC(=O)COC(=O)c1ccc(O)cc1	2%	-4%	-8	-2%	12	-2%	2%	-1%	-4	3
Cc1cc(C)nc(-n2nc(C)c3c(C(F)F)cc(C)nc32)n1	-1%	2%	6	-9%	-9	2%	4%	-1%	-1	0
COc1ccc(CC(=O)NCc2ccccc2)cc1	9%	0%	-5	-15%	9	-1%	-1%	0%	30	0
O=C(Cn1ncc2c(=O)oc3ccccc3c21)NCCc1ccsc1	-3%	-9%	0	13%	4	-5%	3%	-2%	16	0
O=C(CSc1ncccn1)N1CCCCCC1	-1%	3%	-8	.	1	-1%	.	0%	-6	.
COc1ccc(CNC(=S)Nc2cc(C)ccc2C)cc1	-1%	0%	1	-4%	-5	2%	-1%	-1%	4	1
COc1ccc([C@H]2CC(=O)C=C(c3ccc(SC)cc3)C2)cc1	-1%	-11%	0	.	6	1%	.	-2%	1	.
CCSc1nnc(SCC(=O)NNC(=O)c2ccccc2F)s1	-4%	-3%	3	9%	2	5%	-4%	4%	-11	.
CC1C/C(=N/Nc2ccc([N+](=O)[O-])cc2[N+](=O)[O-])CC(C)(C)C1 (configuration not stated)	5%[46.1 µM]	-8%	-5	1%	2	-3%	0%	13%	26	1
CCCCCC/C(C=O)=C\c1ccccc1	3%	2%	12	.	-5	9%	.	0%	-12	.
CC(CC(=O)Nc1cccc(S(=O)(=O)N2CCCCC2)c1)c1ccccc1 (configuration not stated)	-4%	-1%	-21	.	5	6%	.	0%	12	.
Cc1nn(C)c(C(=O)N/N=C/c2ccccc2)c1[N+](=O)[O-]	4%	-3%	-1	1%	-16	6%	-5%	-2%	2	-6
Cc1ccccc1N1CCN(C2CCCN(C(=O)c3noc4c3CCCC4)C2)CC1 (configuration not stated)	2%	-5%	0	9%	-20	12%	-8%	?	17	.
COc1ccccc1CN=C1Nc2ccccc2CS1	-4%	-6%	3	8%	.	9%	6%	-7%	2	-2
Cc1nnsc1C(=O)NNC(=O)Nc1ccccc1	2%	-6%	-4	15%	-5	-1%	1%	?	4	11
CCOC(=O)/C=c1\sc2n(c1=O)CCN=2	-5%	-4%	7	1%	-34	-2%	4%	2%	6	4
CCC(C)OC(=O)C1C(c2ccccc2)C(C(=O)O)C1c1ccccc1 (configuration not stated)	-4%	-2%	-2	-1%	-1	-2%	0%	-2%	17	15
O=C1CCCC(O)=C1C=Nc1ccc(O)cc1	0%	2%	-13	5%	4	1%	-2%	-2%	-9	-3
COc1cccc(NC(=S)Nc2cc(C(=O)O)ccc2N2CC3CC(C2)c2cccc(=O)n2C3)c1 (configuration not stated)	5%	-1%	27	8%	-3	14%	-2%	9%	4	-1
CN(Cc1ccc(F)cc1)C(=O)CNC(=O)c1cccs1	6%	0%	5	.	-1	2%	.	-5%	-3	.
COc1ccc2sc(-c3ccc(N(C)C)cc3)c(C#CCCO)c2c1	-2%	5%	4	.	23	25µM*	.	?	12	.
Cc1c(C(=O)O)oc2ccc(S(=O)(=O)N3CCCCC3C(=O)O)cc12 (configuration not stated)	2%	0%	-1	-5%	0	6%	1%	-5%	-25	0
O=C(NC(=S)NN1CCCCC1c1cccnc1)c1ccc(Cl)cc1Cl (configuration not stated)	1%	2%	-5	-5%	-3	-4%	-2%	?	-3	0
CN(CC(=O)NCCCN1CCOCC1)S(=O)(=O)c1ccc(F)cc1	0%	-1%	-3	3%	0	-2%	9%	3%	7	0
CCn1c2ccccc2c2cc(NC(=O)C(C)OC(=O)c3ccc(NC(=O)CC#N)cc3)ccc21 (configuration not stated)	6%	4%	15	.	-5	7%	.	-2%	-30	.
CC(C)COn1c(=S)[nH]c2ccccc2c1=O	7%	1%	-1	-3%	-12	3%	-1%	?	8	1
COc1ccc(C(=O)N2CCN(c3cccc(C)c3C)CC2)cc1S(=O)(=O)NC1CC1	4%	0%	1	.	6	-3%	.	?	4	.
Cc1ccc(C(=O)NCC(=O)N2CCN(c3ncccn3)CC2)s1	3%	-10%	-1	-2%	-11	4%	0%	?	-1	0
CC(=O)Nc1ccc(NC(=O)c2cc(S(=O)(=O)N3CCCCC3)ccc2C)cc1	2%	1%	-9	.	-2	-3%	.	-5%	2	.
O=C(Nc1ccc(Cl)c(Cl)c1)Nc1ccccc1O	.	-28%	?	16%	-4	3%	-6%	?	-25	-8
O=C(NCCc1ccccc1)c1ccc2c(c1)OCCCO2	8%	-7%	-16	9%	-5	-6%	10%	?	-89*	-2

Among those listed so far, these have a thiophene ring, fused or not.
Compound	TCR act	Tb PFK block	TSHR antagonist	CXXC DNA block	hERG WT inh	AT treatment	GALK inh	BCR signal inh	Giardia kill	Coupling enz
CC(C(=O)Nc1ccc(C#N)cc1)N(C)Cc1cccs1 (configuration not stated)	1%	-1%	-9	0%	13	5%	-2%	1%	23	-3
Cc1ccc2nc(NC(=O)CCNS(=O)(=O)c3ccc(Br)s3)sc2c1	0%	1%	-7	19%	10	8%	0%	?	-8	1
O=C(Cn1ncc2c(=O)oc3ccccc3c21)NCCc1ccsc1	-3%	-9%	0	13%	4	-5%	3%	-2%	16	0
CN(Cc1ccc(F)cc1)C(=O)CNC(=O)c1cccs1	6%	0%	5	.	-1	2%	.	-5%	-3	.
COc1ccc2sc(-c3ccc(N(C)C)cc3)c(C#CCCO)c2c1	-2%	5%	4	.	23	25µM*	.	?	12	.
Cc1ccc(C(=O)NCC(=O)N2CCN(c3ncccn3)CC2)s1	3%	-10%	-1	-2%	-11	4%	0%	?	-1	0
